DDE Tn7 FP inh = disrupts Tn7 cyclic peptide binding to fibrin D-Dimer-E complex. actives 0.13% (n = 370,000). inhibition, % at 8.3 µM. FP displacement of FITC-Tn7 peptide from fibrin DD(E); 0% = median of compound wells per plate. P02675;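 active = inhibition above the mean of compounds falling within the control limits plus 3 SD of them, cut at about 14% in these data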;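 also: 0% = plate median of compound wells and 100% = 10 µM Aha-Tn7 peptide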
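System: human fibrin DD(E); quantity: Fibrin-DD(E) at 2 µM final; also added: fluorescent Tn7 probe at 0.1 µM; compound dosing: single nominal test concentration of 8.3 µM per compound; schedule: 10 min preincubation, 3 h with tracer, room temperature; detection: fluorescence polarization of the labelled Tn7 tracer; repeats: one replicate per compound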
Rev-erbA mod = Rev-erb alpha (human) modulation; P20393; Rev-erbα–FITC-DNA binding, fluorescence polarization, 90 min; activity, % at 10 µM; actives 0.79% (n = 370,000); AID 1259318;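 active = activity above about 14%, limit read from the data; passing the limit was not always enough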;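 also: 0% = DMSO wells with 35 nM protein and 100% = DMSO wells with 750 nM protein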
proKLK7 act = activates the human kallikrein-7 zymogen | P49862 | purified proKLK7, EDANS-DABCYL substrate fluorescence; 100% is mature enzyme control, 0% vehicle | activation, % at 7 µM | actives 0.9% (n = 370,000) | AID 652039;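 active = activation above the mean of all tested compounds plus 3 SD, computed per campaign excluding outliers beyond control limits, cut at about 13% in these data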
DDE Tn6 FP inh = inhibitors of Tn6 peptide binding to human fibrin DD(E) | Fibrin DD(E) TRITC-Tn6 fluorescence polarization displacement | inhibition, % at 8.3 µM | actives 0.21% (n = 370,000);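 active = inhibition above a per-campaign cutoff: mean of compounds within control limits plus 3 SD, cut at about 15% in these data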;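 also: 0% = median of all compound wells on the plate and 100% = blocking peptide control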
HGIII-sPLA2 inh = Inhibits HGIII-sPLA2 liposome hydrolysis, primary screen; QFRET BODIPY PC-A2 liposome hydrolysis, fluorescence; Q9NZ20; actives 0.56% (n = 370,000); inhibition, % at 12.2 µM;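 active = inhibition above mean plus 3 SD of compounds lying within the high and low control bounds, cut at about 19% in these data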;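 also: 0% = median of test compound wells and 100% = no enzyme DMSO wells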
ASAP1 inh = inhibitors of human ASAP1 ArfGAP activity; Q9ULH1; ASAP1-stimulated ARF1 GTP hydrolysis, GDP FP detection; inhibition, % at 16.5 µM; actives 0.19% (n = 360,000); AID 624377; in the data active = inhibition above about 25%;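 also: 0% = vehicle with enzyme and substrate and 100% = no enzyme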
PLCb3 inh = inhibitors of human phospholipase C beta3; Purified PLC-beta3, fluorogenic substrate, fluorescence; inhibition, % at 12.2 µM; actives 0.18% (n = 370,000); AID 720704; in the data active = inhibition above about 11%;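 also: 0% = median of compound wells on plate and 100% = full blocker control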
ARFGAP1 inhibitor = inhibits rat ARF GTPase activating protein 1; AID 651572; actives 0.26% (n = 360,000); inhibition, % at 16.5 µM; Arfgap1-stimulated ARF1 GTP hydrolysis, GDP FP detection; Q62848;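 active = inhibition above a per-plate limit, mean inhibition of low control wells plus 3 SD, cut at about 25% in these data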;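 also: 0% = DMSO wells with enzyme and 100% = wells lacking Arfgap1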
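Assay system: purified rat His6-Arfgap1 residues 1-136 (GAP domain); Reagent: human Δ17 ARF1 bound to GTP; Dosing: 16.5 µM single point, 1.26% DMSO; Times: GTP hydrolysis reaction 2 h at 25 °C; Signal: FP, GDP Alexa 633 tracer displaced from anti-GDP antibody, 620/688 nm; Measure: % inhibition from polarization.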
PLCg1 inh = inhibitors of human phospholipase C gamma1 | P19174 | purified PLC-gamma1, fluorogenic substrate, fluorescence | inhibition, % at 12.2 µM | actives 0.84% (n = 370,000); in the data active = inhibition above about 9.5%
UHRF1 MBD2 ctr = blocks human UHRF1 binding to methylated DNA; Q96T88; UHRF1 binding to methylated oligo, TR-FRET; inhibition, % at 4.4 µM; actives 0.75% (n = 370,000); in the data active = inhibition above about 21%;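 also: UHRF1 SRA domain binding a hemimethylated CpG hairpin DNA probe; 0% = median of test compound wells and 100% = reference inhibitor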
Numbers without * were called inactive. No enrichment for hits (roughly 4.5% active in at least one column).

No. | mol | DDE Tn7 FP inh | Rev-erbA mod | proKLK7 act | DDE Tn6 FP inh | HGIII-sPLA2 inh
1 | CCC(=O)N1CCc2cc(S(=O)(=O)NC(Cc3ccccc3)C(=O)NC3CCCC3)ccc21 (configuration not stated) | -7.0 | 10.3 | 0.1 | 5.1 | 0.0
2 | Cc1ccc(NC(=S)N2CCC(N(C)CC3CCCO3)CC2)cc1 (configuration not stated) | -6.8 | -0.1 | 0.0 | -5.0 | 1.5
3 | CC(=O)N1CCN(C(=O)COc2ccc3oc4c(c3c2)CCCC4)CC1 | 0.3 | -4.3 | 0.4 | 1.3 | 12.2
4 | Cc1cccc(CSc2ccc(-c3cccs3)nn2)c1 | -1.5 | 8.3 | 0.2 | -2.9 | -3.2
5 | COC(=O)CC/C(=N/Nc1ccc(Cl)c(Cl)c1)C(=O)OC | 4.4 | -4.7 | -0.1 | 2.0 | 5.7
6 | CCCCN(C(=O)C1CCCO1)c1c(N)n(CC(C)C)c(=O)[nH]c1=O (configuration not stated) | -2.0 | -4.3 | -0.4 | -1.1 | 7.3
7 | COc1ccc(C(NC(=O)CNC(C)=O)C(=O)Nc2ccc(C(C)C)cc2)cc1 (configuration not stated) | 1.1 | -4.7 | 0.3 | 5.9 | -1.4
8 | Cc1ccc2nc(NC(=O)C3CCN(S(=O)(=O)c4cccs4)CC3)sc2c1 | 5.8 | 3.2 | -0.2 | -4.7 | -18.1
9 | CCc1ccc2nc(N(CCCN(C)C)C(=O)c3ccc(S(=O)(=O)N(C)C4CCCCC4)cc3)sc2c1 | -1.2 | -1.7 | -0.1 | -0.1 | -13.8
10 | N#Cc1ccc(C(C(=O)Nc2ccc3c(c2)OCCO3)n2c(=O)c(-c3ccco3)nc3ccccc32)cc1 (configuration not stated) | -6.5 | 1.5 | -1.5 | -10.3 | -2.3
11 | CN(C)/C=C/C(=O)c1ccc(-c2ccc(Cl)cc2Cl)o1 | -2.5 | -2.9 | -0.5 | -4.7 | 3.0
12 | CCN(CC)C(=O)CSc1nc(Cc2ccccc2)nc2ccccc12 | 1.2 | 3.4 | 0.1 | -10.6 | 4.9
13 | CCOC(=O)C1CCCN(C(=O)c2cccc(S(=O)(=O)N(C)c3ccc(OC)cc3)c2)C1 (configuration not stated) | -6.6 | 5.0 | 0.1 | 3.9 | -4.1
14 | CCC(C)(C)NC(=O)CN(Cc1cccs1)C(=O)C(=O)Nc1ccc2c(c1)OCCO2 | -3.8 | -3.5 | -0.5 | -2.0 | -14.9
15 | C[C@@H]1CN([C@@H](C)CO)C(=O)CCCn2nncc2CO[C@@H]1CN(C)S(=O)(=O)c1ccc2c(c1)OCCCO2 | 1.7 | 5.3 | -0.2 | 1.4 | 8.4

No. | ASAP1 inh | PLCb3 inh | ARFGAP1 inhibitor | PLCg1 inh | UHRF1 MBD2 ctr
1 | 6.4 | 0.1 | 4.3 | 3.5 | -0.3
2 | -3.8 | -2.9 | 1.2 | 2.7 | 8.9
3 | 3.0 | -9.5 | 14.7 | 1.2 | 1.9
4 | -0.8 | 0.7 | 1.6 | -0.4 | 16.6
5 | 2.6 | -10.4 | -5.6 | 0.7 | 1.6
6 | -12.9 | 5.5 | 3.3 | -0.3 | 1.9
7 | 1.6 | 2.0 | 2.1 | -2.6 | 2.2
8 | 15.8 | 1.8 | -7.9 | 1.9 | 0.4
9 | 2.5 | -7.0 | 7.8 | 3.9 | 2.7
10 | -10.7 | -31.2 | 10.9 | -28.6 | -4.3
11 | 10.2 | -5.5 | -10.6 | -2.7 | 14.7
12 | 3.8 | 0.0 | -1.8 | 7.0 | 2.9
13 | -6.1 | -4.3 | 3.8 | 0.7 | -2.0
14 | 18.9 | 5.5 | 6.0 | 5.8 | -0.4
15 | -8.1 | 4.5 | 3.4 | 1.2 | 0.4

(cont.)
No. | mol | DDE Tn7 FP inh | Rev-erbA mod | proKLK7 act | DDE Tn6 FP inh | HGIII-sPLA2 inh
16 | CCn1c(C)c(C(C)=O)cc(C#N)c1=O | 2.5 | 6.7 | -0.2 | -4.3 | -0.8
17 | Cc1ccc(S(=O)(=O)N[C@H](C(=O)NCC2CCC(C(=O)O)CC2)C(C)C)cc1 (some centres not stated) | 0.4 | -5.8 | 0.0 | 1.2 | -1.9
18 | CC(C)c1nc2ccccc2c2nnc(SCC(=O)NCc3ccco3)n12 | -6.3 | -4.8 | 0.0 | 1.1 | 0.0
19 | Cc1cccc(C)c1NC(=O)Cn1nc(-c2ccccc2)nc1-c1ccccc1 | -4.0 | -3.5 | 1.1 | -1.4 | 6.4
20 | O=C(COC(=O)COc1ccccc1)NCc1ccc2c(c1)OCO2 | -1.0 | -0.7 | -0.2 | 5.5 | -0.9
21 | COc1ccc(NC(=O)N2CCC(c3nc4ccccc4[nH]3)CC2)cc1 | -2.5 | 4.6 | 0.1 | 4.2 | -3.2

No. | ASAP1 inh | PLCb3 inh | ARFGAP1 inhibitor | PLCg1 inh | UHRF1 MBD2 ctr
16 | 6.4 | 1.2 | -0.4 | -0.5 | -3.2
17 | -1.9 | 1.2 | -0.9 | -0.6 | -0.3
18 | -2.3 | 2.7 | 6.9 | 5.4 | 2.7
19 | 2.8 | 1.0 | -6.1 | 2.6 | -0.3
20 | -4.3 | 3.0 | -9.9 | 5.1 | 6.6
21 | 12.3 | -0.8 | -1.2 | 3.4 | -0.7

By substructure: the compounds so far containing four or more nitrogen atoms (7)
No. | mol | DDE Tn7 FP inh | Rev-erbA mod | proKLK7 act | DDE Tn6 FP inh | HGIII-sPLA2 inh
6 | CCCCN(C(=O)C1CCCO1)c1c(N)n(CC(C)C)c(=O)[nH]c1=O (configuration not stated) | -2.0 | -4.3 | -0.4 | -1.1 | 7.3
9 | CCc1ccc2nc(N(CCCN(C)C)C(=O)c3ccc(S(=O)(=O)N(C)C4CCCCC4)cc3)sc2c1 | -1.2 | -1.7 | -0.1 | -0.1 | -13.8
10 | N#Cc1ccc(C(C(=O)Nc2ccc3c(c2)OCCO3)n2c(=O)c(-c3ccco3)nc3ccccc32)cc1 (configuration not stated) | -6.5 | 1.5 | -1.5 | -10.3 | -2.3
15 | C[C@@H]1CN([C@@H](C)CO)C(=O)CCCn2nncc2CO[C@@H]1CN(C)S(=O)(=O)c1ccc2c(c1)OCCCO2 | 1.7 | 5.3 | -0.2 | 1.4 | 8.4
18 | CC(C)c1nc2ccccc2c2nnc(SCC(=O)NCc3ccco3)n12 | -6.3 | -4.8 | 0.0 | 1.1 | 0.0
19 | Cc1cccc(C)c1NC(=O)Cn1nc(-c2ccccc2)nc1-c1ccccc1 | -4.0 | -3.5 | 1.1 | -1.4 | 6.4
21 | COc1ccc(NC(=O)N2CCC(c3nc4ccccc4[nH]3)CC2)cc1 | -2.5 | 4.6 | 0.1 | 4.2 | -3.2

No. | ASAP1 inh | PLCb3 inh | ARFGAP1 inhibitor | PLCg1 inh | UHRF1 MBD2 ctr
6 | -12.9 | 5.5 | 3.3 | -0.3 | 1.9
9 | 2.5 | -7.0 | 7.8 | 3.9 | 2.7
10 | -10.7 | -31.2 | 10.9 | -28.6 | -4.3
15 | -8.1 | 4.5 | 3.4 | 1.2 | 0.4
18 | -2.3 | 2.7 | 6.9 | 5.4 | 2.7
19 | 2.8 | 1.0 | -6.1 | 2.6 | -0.3
21 | 12.3 | -0.8 | -1.2 | 3.4 | -0.7
